Source: PubChem (several laboratories)
CCHF vOTU inh – CCHFV vOTU protease inhibition. AID 651958. Pep-AMC fluorescence. 370,000 compounds, 0.55% hits. inhibition, % at 11.5 µM; in the data active means inhibition above about 30%; further: 0% = vehicle wells with enzyme and 100% = no enzyme wells
PrPC TRFRET – cell surface PrPC inhibition, primary TR-FRET screen; TR-FRET read-out; inhibition, % at 13.8 µM; 370,000 compounds, 0.43% hits; AID 720596; in the data active means inhibition above about 24%; further: 0% = median of the test wells and 100% = reference compound wells
PfHsp40 yeast – rescue of PfHsp40-mediated yeast toxicity; S. cerevisiae expressing PfHsp40, growth rescue, ATP luminescence; growth rescue, % at 12.5 µM; 340,000 compounds, 0.68% hits; AID 504582; in the data active means growth rescue above about 28%, passing the limit was not always enough; inconclusive means no clear call, values can overlap the other calls;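 further: yeast W303a lacking pdr1 and pdr3 grown in galactose medium; growth measured after three days at 30 °C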
BoNT F protease – inhibitors of Botulinum neurotoxin F light chain protease; Multiplex microsphere protease cleavage assay, flow cytometry; 360,000 compounds, 0.22% hits; inhibition, % at 10 µM; in the data active means inhibition above about 35%, passing the limit was not always enough; inconclusive means no clear call, values can overlap the other calls; further: plate controls were buffer without enzyme for full effect and enzyme alone for no effect
Yp Topo-I inh – blocks Yersinia pestis topoisomerase I activity. Y. pestis Topo-I cleavage product accumulation, plate reader. activity, % at 10 µM. 360,000 compounds, 0.064% hits. AID 504884; in the data active means activity above about 50%, passing the limit was not always enough; inconclusive means no clear call, values can overlap the other calls; further: inactives centre near 2
TcdB inh – inhibitors of Clostridioides difficile toxin B glycohydrolase. P18177. TcdB glycohydrolase enzymatic assay, plate reader. inhibition, % at 9.99 µM. 350,000 compounds, 0.24% hits; in the data active means inhibition above about 10%
BoNT A protease – inhibitors of Botulinum neurotoxin A light chain protease; inhibition, % at 10 µM; multiplex microsphere protease substrate cleavage, flow cytometry; 360,000 compounds, 0.17% hits; AID 588499; further: plate controls were buffer without enzyme for full effect and enzyme alone for no effect
Anthrax LF prot – anthrax lethal factor protease inhibition | 360,000 compounds, 0.12% hits | multiplex microsphere protease cleavage assay, LF | AID 588501 | inhibition, % at 10 µM; further: plate controls were buffer without enzyme for full effect and enzyme alone for no effect
Target sequence (P15917 whole entry, looked up): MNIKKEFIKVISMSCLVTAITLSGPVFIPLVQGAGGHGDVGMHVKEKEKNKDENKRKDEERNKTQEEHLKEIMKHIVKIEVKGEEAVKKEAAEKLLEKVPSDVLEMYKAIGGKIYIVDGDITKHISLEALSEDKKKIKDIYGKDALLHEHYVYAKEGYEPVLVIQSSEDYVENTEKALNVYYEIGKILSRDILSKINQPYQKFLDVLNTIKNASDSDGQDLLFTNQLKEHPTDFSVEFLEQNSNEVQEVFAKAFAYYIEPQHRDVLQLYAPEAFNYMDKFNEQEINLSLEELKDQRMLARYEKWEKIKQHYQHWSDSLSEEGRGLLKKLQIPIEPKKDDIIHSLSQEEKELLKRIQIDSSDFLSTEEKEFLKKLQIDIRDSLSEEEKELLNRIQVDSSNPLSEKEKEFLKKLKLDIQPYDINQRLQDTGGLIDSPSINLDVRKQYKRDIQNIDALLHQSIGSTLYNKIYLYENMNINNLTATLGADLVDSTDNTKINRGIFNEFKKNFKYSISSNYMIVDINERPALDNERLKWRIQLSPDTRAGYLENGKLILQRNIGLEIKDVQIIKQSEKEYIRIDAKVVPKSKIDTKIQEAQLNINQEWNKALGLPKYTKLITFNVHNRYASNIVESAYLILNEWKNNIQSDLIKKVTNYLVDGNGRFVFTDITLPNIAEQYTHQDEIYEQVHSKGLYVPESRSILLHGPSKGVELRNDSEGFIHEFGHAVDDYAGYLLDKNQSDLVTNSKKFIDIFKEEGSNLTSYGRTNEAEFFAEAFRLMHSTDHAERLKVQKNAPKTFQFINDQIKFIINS
FadD28 FP inh – inhibitors of Mycobacterium tuberculosis FadD28 bisubstrate binding. FadD28 bisubstrate probe binding, fluorescence polarization. inhibition, % at 12.5 µM. 360,000 compounds, 0.22% hits; in the data active means inhibition above about 8.5%, passing the limit was not always enough; inconclusive means no clear call, values can overlap the other calls
Starred values were filed as active, the others as inactive; ? = inconclusive; . = not tested or not shown. Unless noted, no stated cut-off is given here; in the data, active means inhibition above about 30%; inconclusive means no clear call, values can overlap the other calls; inactive means below that.

SMILES | CCHF vOTU inh | PrPC TRFRET | PfHsp40 yeast | BoNT F protease | Yp Topo-I inh | TcdB inh | BoNT A protease | Anthrax LF prot | FadD28 FP inh
Cc1ccc(OCC(=O)N2CCC(N3CC(C)CC(C)C3)CC2)cc1 (stereo not given) | 9 | 1 | -1.0 | -3 | 7 | 1.4 | 0.1 | 7 | 2.1
O=C(c1cc2cc(Br)ccc2s1)N1CCOCC1 | -4 | 0 | -1.5 | -4 | 5 | -1.8 | 0.6 | -2 | 0.3
CCOC(=O)N1CCN(C2=C(NS(=O)(=O)c3ccc(C)cc3)C(=O)c3ccccc3C2=O)CC1 | 82* | -55 | 0.8 | -5 | 16 | 1.0 | -0.3 | 5 | -0.6
Cc1ccc2c(c1)S/C(=C\c1cccc[n+]1C)N2CCO | -2 | -3 | -0.6 | -7 | 2 | 0.4 | 0.0 | -8 | -2.8
Nc1c(Cl)cnn(-c2ccccc2)c1=O | 5 | 2 | . | ? | -1 | 0.5 | 0.0 | -10 | -4.7
CCOc1ccc2nc(SCC(=O)NCc3ccco3)sc2c1 | 0 | 13 | -1.6 | 4 | 3 | . | 2.8 | 0 | -3.8
CNC(=S)NNC(=O)c1cccc(C(F)(F)F)c1 | 2 | 3 | 0.4 | 2 | 5 | 0.3 | -0.1 | -4 | -1.7
O=C(Cc1cccc([N+](=O)[O-])c1)Nc1ccc(C(=O)N2CCOCC2)cc1 | -7 | -4 | -0.7 | -5 | 7 | 0.1 | 0.2 | -7 | -3.9
COc1ccc(N2CCN(C(=O)COC(=O)c3cnccn3)CC2)cc1 | -3 | -2 | 0.5 | 11 | -7 | 0.1 | 1.2 | -8 | -1.3
Cc1cc(=O)n2[nH]c(C)c(-c3ccccc3)c2n1 | 3 | 10 | -2.1 | -2 | 3 | . | -0.5 | -2 | -2.4
O=C(c1ccc(F)cc1)N1CCN(C2=NS(=O)(=O)c3ccccc32)CC1 | -1 | -10 | 1.0 | -4 | 2 | 0.9 | -1.3 | -3 | -3.2
O=C(c1ccc(CS(=O)Cc2cccc(Cl)c2)o1)N1CCN(C2CCCCC2)CC1 (stereo not given) | 8 | 3 | 0.4 | -2 | 21 | 2.1 | 1.3 | 0 | -3.2
COc1ccc(CCNC(=O)c2cc(-c3ccccc3O)n[nH]2)cc1OC | -2 | 2 | -0.8 | -9 | -1 | . | -0.4 | -4 | -1.9
CC1CCN(CCCNC(=O)CN2CCN(Cc3ccc(Cl)cc3)C2=O)CC1 | -1 | 0 | 0.8 | -10 | 7 | 0.2 | 0.0 | -2 | -2.6
Cc1cnc(C(=O)OCC(=O)NC2CCCCCCC2)cn1 | 6 | 7 | -1.1 | -2 | 1 | -0.4 | 0.2 | 0 | 1.7
O=C(COC(=O)/C=C/c1cccc(Br)c1)NCCC1=CCCCC1 | -20 | 0 | 0.0 | -8 | -9 | . | -0.2 | -1 | -0.8
O=S(=O)(NCc1ccccc1)c1ccc(-c2cnc(C3CC3)o2)cc1 | 14 | -4 | -0.7 | -6 | 11 | 0.5 | -2.6 | -2 | 0.7
O=C(Nc1nnc(-c2ccccn2)o1)c1cccc(Cl)c1 | -1 | -7 | 4.4 | 6 | 5 | 1.1 | -1.1 | -1 | -0.5
CC(C)c1ccc(NC(=O)Cn2cccc2C2=NC(c3ccccc3)CO2)cc1 (stereo not given) | 10 | 11 | 1.1 | 1 | 22 | . | 0.2 | 1 | -1.2
O=C(N/N=C/c1cccnc1)c1ccc(NC(=O)c2cccc(Cl)c2)cc1 | 6 | -7 | 1.3 | -24 | 0 | 2.0 | -0.8 | -22 | -4.8
O=C1CN(C(=O)NCC(=O)N[C@H](C(=O)O)c2ccccc2)c2ccccc2N1 | -9 | 9 | -0.9 | . | -4 | -2.8 | . | . | -3.3
CC1CCC(NC(=O)COC(=O)c2ccco2)CC1 (stereo not given) | 4 | 5 | -0.9 | 1 | 16 | 1.2 | -0.2 | -6 | -0.7
COc1cc(OC)cc(C(=O)NC2CCN(CC(=O)Nc3cccc4ccccc34)CC2)c1 | -2 | -10 | 0.5 | 2 | 5 | . | -0.5 | -4 | -9.4
O=C(NCCn1cccn1)C1CCC(=O)N(CC2CCCCC2)C1 (stereo not given) | -7 | -3 | 0.6 | -11 | 0 | 0.4 | -0.3 | -5 | 0.1
CSc1c(SCc2ccccc2)cnn(-c2ccccc2)c1=O | -10 | -8 | 9.5 | 21 | -7 | . | 5.2 | 1 | -1.1
CCOC(=O)C1CCN(C(=O)c2ccccc2NC(=O)C2=C(C)OCCS2)CC1 | 8 | -5 | -0.6 | 7 | 5 | 1.4 | 1.4 | 1 | -1.7
CNc1cc(-c2ccc(O)cc2C)ncn1 | 7 | -2 | . | 0 | -4 | -2.9 | 0.2 | -2 | -1.9
CN1CCN(S(=O)(=O)c2ccc(NC(=O)c3cccc(S(=O)(=O)N4CCCC4)c3)cc2)CC1 | -6 | 2 | 4.5 | -8 | -9 | . | -0.5 | 5 | -5.3
O=C(Cc1c(C(=O)O)[nH]c2ccccc12)Nc1ccc2c(c1)OCO2 | 1 | 11 | 1.7 | -4 | 2 | . | -0.5 | -3 | 1.8
CCSCCOC(=O)C1=C(C)N(C)C(=O)NC1c1ccc2c(c1)OCO2 (stereo not given) | 5 | -3 | -0.1 | 13 | 11 | -0.3 | -3.0 | 0 | 0.9
O=C(O)/C=C/c1ccc2ccccc2n1 | -2 | 3 | 5.4 | -4 | 2 | . | -1.0 | 0 | -0.1
Cc1ccc(N(CC(=O)NCCc2ccccc2)S(=O)(=O)c2c(C)noc2C)cc1 | -5 | -3 | -0.2 | -7 | 15 | 1.6 | -0.5 | 2 | -1.2
COc1ccc2nc(N=NC3=C(O)CC(C)(C)CC3=O)sc2c1 | 17 | -2 | -0.7 | -9 | 2 | 0.8 | 0.8 | -5 | -0.5
Cc1cccc(OCC(=O)OCC(=O)c2c(N)n(C)c(=O)n(C)c2=O)c1C | 4 | 2 | 1.0 | -16 | -1 | . | -0.6 | -2 | 1.1
CCOc1ccc(-n2c(SCC(=O)Nc3nccs3)nc3c(c2=O)SCC3)cc1 | 11 | -6 | -0.9 | 4 | -3 | 1.2 | -0.3 | 0 | -4.5
Cc1csc(N2C(=O)C3C4CCC(O4)C3C2=O)n1 (stereo not given) | -18 | 2 | 1.8 | 3 | 5 | 0.1 | -1.1 | 1 | -4.0
COc1ccc(N(C)C(=O)CC2(CC(=O)O)CCCCC2)cc1 | -3 | 0 | -0.2 | 2 | -4 | . | 0.0 | -1 | -2.7
CCn1c(SC2CCOC2=O)nnc1-c1ccc(Cl)cc1 (stereo not given) | -5 | -7 | 1.7 | 0 | 5 | 1.6 | -0.9 | -4 | -1.6
CCC(=O)NC(C)C(c1cccs1)N1CCOCC1 (stereo not given) | 1 | -5 | 1.0 | -20 | -6 | . | -1.3 | -4 | -0.8
CCC(C)NCCOc1ccc(C)cc1[N+](=O)[O-] (stereo not given) | -6 | -9 | 3.8 | -4 | 0 | 2.4 | -0.8 | -2 | 0.0
COCCCN=C1NN=C(c2cc(C)n(-c3ccccc3)c2C)CS1 | 1 | 2 | -0.5 | -10 | -4 | 1.4 | 0.7 | -2 | -3.7
O=C1NC[C@H](CCCCN2CCN(Cc3ccccc3)C(=O)C2=O)N(CCc2ccc(O)cc2)C1=O | 5 | 5 | . | -7 | . | 3.0 | 0.1 | -3 | .
O=C(NC1CC1)C1CCN(c2ncnc3c2sc2cccc(F)c23)CC1 | 0 | -2 | 0.1 | -5 | -2 | 0.4 | -0.5 | -8 | -0.8
CCOC(=O)N1CCC(N2CCCC(C(=O)c3cc(F)ccc3OC)C2)CC1 (stereo not given) | -3 | 0 | 1.0 | -1 | -1 | 0.6 | -0.2 | 1 | -1.8
CCOC(=O)CNC(=O)N1CCCC(CNS(=O)(=O)c2cccs2)C1 (stereo not given) | -12 | 11 | -0.9 | 1 | 4 | 1.6 | 0.1 | 0 | -1.8
CCOC(=O)c1cnc(N)nc1C(F)(F)F | -1 | 0 | -1.4 | -7 | 7 | 1.4 | 0.1 | -1 | -4.1
CCOc1cc(N2CCOCC2)c(OCC)cc1NC(=O)c1[nH]c(C)c(C(C)=O)c1C | 1 | -1 | 1.0 | 2 | 4 | 0.6 | 0.6 | -3 | 1.0
O=C(CNC(=O)c1ccccc1O)N/N=C/c1ccccn1 | 8 | -6 | 0.8 | -2 | -6 | -0.5 | -0.1 | 0 | -1.0
O=C(CSCc1c(Cl)cccc1Cl)NCc1ccco1 | -8 | -2 | -0.3 | -8 | 7 | . | -0.5 | -3 | -3.2
O=P(COCCOCP(=O)(c1ccccc1)c1ccccc1)(c1ccccc1)c1ccccc1 | 23 | -7 | 1.6 | 2 | 17 | . | 0.5 | 4 | -0.8
The results go on.
SMILES | CCHF vOTU inh | PrPC TRFRET | PfHsp40 yeast | BoNT F protease | Yp Topo-I inh | TcdB inh | BoNT A protease | Anthrax LF prot | FadD28 FP inh
COC(=O)c1c(NC(=O)CN2C(=O)NC3(CCCCC3C)C2=O)sc2c1CCC2 (stereo not given) | 7 | 4 | 0.6 | -6 | 25 | 0.7 | -0.1 | -8 | -0.3
CC(C)(C)C(=O)NN=C1CCC(c2ccccc2)CC1 (stereo not given) | 6 | 0 | 0.6 | 1 | -4 | 1.6 | 0.3 | 1 | .
COC(=O)C1=C(c2ccc(F)cc2F)C[C@@H]2CC[C@H]1N2C(=O)NC(C)C | . | . | -0.3 | -15 | -9 | . | -0.5 | -3 | -3.4
COc1ccccc1N(CC(=O)NCCSCc1ccccc1Cl)S(C)(=O)=O | -3 | -6 | 0.0 | -16 | 24 | 0.1 | -2.5 | -3 | -0.5
O=C(CCc1nnc(COc2ccccc2)o1)NCc1ccccc1C(F)(F)F | -6 | -2 | -0.1 | -12 | 4 | 1.8 | -1.7 | -7 | -0.9
O=C(Cn1nnc(-c2ccc(Cl)cc2)n1)NC1CCN(Cc2ccccc2)CC1 | -3 | -6 | 0.1 | 4 | 2 | . | -0.7 | 4 | -0.2
CCOc1ccccc1NC(=O)C(=O)N/N=C/c1cc(Br)ccc1O | -6 | -3 | -1.8 | -4 | -4 | 0.7 | 0.1 | -3 | -0.5
O=C(Cc1ccc(OCc2ccccc2)cc1)NCc1ccc2c(c1)OCO2 | 14 | 1 | . | 12 | . | -1.0 | -0.2 | -3 | -0.8
COC(=O)c1c(-n2cnnn2)sc(C)c1C | -3 | -6 | -1.3 | -3 | -4 | . | 0.4 | -1 | -1.3
CSc1ccc(CNC2CN3CCC2CC3)cc1 (stereo not given) | -10 | -9 | -2.1 | -6 | -2 | 1.3 | -0.1 | -3 | -3.8

Profiles, looked up by structure. Screens in order: CCHF vOTU inh, PrPC TRFRET, PfHsp40 yeast, BoNT F protease, Yp Topo-I inh, TcdB inh, BoNT A protease, Anthrax LF prot, FadD28 FP inh
Shown for `O=C(Cn1nnc(-c2ccc(Cl)cc2)n1)NC1CCN(Cc2ccccc2)CC1` : -3, -6, 0.1, 4, 2, ., -0.7, 4, -0.2
Shown for `COC(=O)c1c(NC(=O)CN2C(=O)NC3(CCCCC3C)C2=O)sc2c1CCC2` (stereo not given) : 7, 4, 0.6, -6, 25, 0.7, -0.1, -8, -0.3
Shown for `O=C(CCc1nnc(COc2ccccc2)o1)NCc1ccccc1C(F)(F)F` : -6, -2, -0.1, -12, 4, 1.8, -1.7, -7, -0.9
Shown for `COC(=O)c1c(-n2cnnn2)sc(C)c1C` : -3, -6, -1.3, -3, -4, ., 0.4, -1, -1.3

Remaining list, next part:
SMILES | CCHF vOTU inh | PrPC TRFRET | PfHsp40 yeast | BoNT F protease | Yp Topo-I inh | TcdB inh | BoNT A protease | Anthrax LF prot | FadD28 FP inh
Cc1cccc(C2c3[nH]c4ccccc4c3CCN2C(=O)c2noc3c2CCCC3)n1 (stereo not given) | 10 | -2 | 9.7 | -1 | 17 | 0.1 | -0.1 | -3 | -2.1
O=C(O)C1CCCCC1C(=O)NCCCn1ccnc1 (stereo not given) | . | . | 1.4 | 0 | 5 | 0.9 | -0.1 | -3 | -1.5
Cc1c(-n2cc(C(=O)c3cc(F)ccc3O)cc(C#N)c2=O)c(=O)n(-c2ccccc2)n1C | 18 | 1 | 0.1 | -10 | 4 | -0.3 | -0.9 | -5 | -1.3
COC(=O)C1=C(N)Oc2cc(C)n(CCCn3ccnc3)c(=O)c2C1c1cccc(Cl)c1 (stereo not given) | 25 | -8 | 0.5 | 2 | -9 | . | -0.2 | -4 | -4.4
